Dicer inh – inhibitors of Dicer pre-microRNA processing, primary screen, biochemical, cat-ELCCA, chemiluminescence. hit rate 6% among 47,000. cat-ELCCA pre-miR-21 Dicer processing; active compounds read high. z-score at 25 µM; in the data active = z-score above about 3, passing the limit was not always enough;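 also: plate controls were vehicle for no effect and no enzyme for full effect; higher signal means more uncleaved substrate so more Dicer inhibition; strong numbers were not always called active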
* hit, by the source's call; & = joins results of further samples. A portion of the library (hit frequency here may not be typical).

canonical_smiles | Dicer inh
CS(=O)c1scc(-c2ccc(Cl)cc2)c1C#N (stereo not drawn) | -1.04
Nc1ncnc2c1nc(SCC(=O)O)n2Cc1ccccc1 | -0.3
Nc1cccc(F)c1C(=O)NCc1ccc(Cl)cc1Cl | -0.53
CC(CC(=O)Nc1ccccc1)S(=O)(=O)c1ccc(Cl)cc1 (stereo not drawn) | -0.82
Cn1c(=O)c2[nH]cnc2n(C)c1=O | 1.51&108&5.86
CCc1cc2c(=O)c(-c3nc4ccccc4n3C)coc2cc1O | -0.27
C=C(C)c1cccc(C(C)(C)NC(=O)CC(C)=O)c1 | 2.99
CCOc1ccc(S(=O)(=O)n2ccnc2)cc1C(C)C | 0.8
COc1ccc(-c2cc3ncc(C(=O)c4cc(Br)ccc4O)cn3n2)cc1 | 0.04
Cc1ccc(-n2cc(-c3ccccc3)c3c(=O)[nH]cnc32)cc1Cl | -0.2
Cc1cc(C)cc(Oc2coc3c(CN4CCN(C)CC4)c(O)ccc3c2=O)c1 | 0.1
O=C(Oc1cccc2ccccc12)c1ccccc1 | -1.29
Cc1ccc(OCC(O)Cn2c[n+](C)c3cc(C)c(C)cc32)cc1 (stereo not drawn) | -0.75
S=C1NCN(CCc2ccccc2)CN1 | -0.81
Oc1ccccc1-c1nc(/C=C/c2ccccc2)no1 | 1.18
O=C(NNC(=O)C(F)(F)F)c1cc2sccc2s1 | 1.74
COc1ccc(C(=O)c2c(N)sc3c2CCN(Cc2ccccc2)C3)cc1 | -1.51
CC1=C(C(=O)OCCOc2ccccc2)C(c2cccs2)C2=C(CCCC2=O)N1 (stereo not drawn) | 0.02
Cc1ccc(SCc2cc(=O)n3[nH]c(C)nc3n2)cc1 | 1.28
O=C(NC(=S)Nc1c(Cl)cc(Cl)cc1Cl)c1ccccc1 | -1.24
CC(C)S(=O)(=O)C/C(N)=N/OC(=O)c1cc(Cl)cc(Cl)c1 | 5.38*
CC(NC(=O)c1cc([N+](=O)[O-])cc2c1-c1ccc([N+](=O)[O-])cc1/C2=N\O)c1ccccc1 (stereo not drawn) | -0.86
Cn1c(CN2CCOCC2)nnc1SCc1ccc(Cl)cc1 | 2.39
CCOC(=O)CCSc1cc(-n2cccc2)c(Cl)cc1[N+](=O)[O-] | -1.39
O=C(CC(Nc1ccccc1)c1ccccc1)C1CC1 (stereo not drawn) | 0.73
CCCNC(=S)/N=C(\N)N1CCOCC1 | -0.24
Cc1ccccc1Cn1c(-c2nonc2N)nc2ccccc21 | 0.89
Cc1nc(-c2ccc(S(=O)(=O)Oc3ccc(Cl)cc3Cl)s2)cs1 | -1.62
Cc1cc(=O)cc(C)n1NC(=O)c1cccnc1 | 0.03
OC(CNCCNc1ncccc1C(F)(F)F)COc1ccc(Cl)c(Cl)c1 (stereo not drawn) | -0.79
CCOC(=O)c1c(N)sc2c1CC(C)(C)NC2(C)C | -0.74
Cc1ccc(NC(=O)C(F)(F)F)c(C(=O)O)c1 | 0.83
COc1ccc(/C(O)=C2/C(=O)C(=O)N(CCc3ccccc3)C2c2cccc(F)c2)cc1 (stereo not drawn) | -1.72
O=c1nc(/C=C/c2cn(Cc3ccccc3Cl)c3ccccc23)cc(C(F)(F)F)[nH]1 | 0.24
CC(C)NC(=O)C1c2ccccc2Oc2ccccc21 | 2.79
O=C(C1CCCO1)N1CCN(S(=O)(=O)c2cccc3nsnc23)CC1 (stereo not drawn) | 1.27
CC1(C)CC(=O)C2=C(C1)NCN(Cc1ccc3c(c1)OCO3)C2 | 2.99
COc1cc(C2c3c(oc4ccccc4c3=O)C(=O)N2c2nccs2)ccc1OCc1ccccc1 (stereo not drawn) | -0.43
CC(N)=Nc1cc(-c2ccccc2)[nH]n1 | 49.7
CC(C)(C)OC(=O)C1C(=O)CC(C)(O)C(C(=O)OC(C)(C)C)C1c1ccc(F)cc1 (stereo not drawn) | -1.51
Clc1cccc(Nc2nnns2)c1Cl | 1.36
C/C(=N\NC1=NCCN1)c1ccc(Br)cc1 | -0.75
COc1cc(OC)cc(C(C)(C)OC(=O)NCC(=O)O)c1 | -1.24
Cc1cc(S(=O)(=O)n2ccc(-c3cc(Cl)sc3Cl)n2)c(Cl)cc1Cl | 0.03
CNC(=S)N(C)NC(=S)NCc1cccs1 | 0.23
Cn1ncc([N+](=O)[O-])c1C(=O)Nc1ccccc1Cl | 2.64
CC(C)n1c(CN2CCN(c3ccccc3F)CC2)nc2c1c(=O)n(C)c(=O)n2C | 0.54
COCCOC(=O)C1=C(C)NC2=C(C(=O)CC(c3cccs3)C2)C1c1coc2ccccc2c1=O (stereo not drawn) | 2.7
C=CCNC(=S)N1N=C2c3ccccc3CCC2C1c1cccs1 (stereo not drawn) | 44.5
C/C(=N\N=C(N)N)c1ccc(Br)cc1 | -0.68
Nc1ccc2nc(COc3ccc(Cl)cc3)[nH]c2c1 | -0.34
Nc1nc2c(c(=O)[nH]1)C(c1ccc(OCc3cccc(Cl)c3)cc1)CC(=O)N2 (stereo not drawn) | 0.38
CCSCCOC(=O)C1=C(C)NC2=C(C(=O)CCC2)C1c1ccccc1OCc1ccccc1 (stereo not drawn) | 5.99*
C#CCSc1n[nH]c(=O)n1-c1cccc(Cl)c1 | -0.61
Oc1c(CN2CCOCC2)ccc2cccnc12 | 2.63
Cn1ncc(Br)c1NC(=O)CSc1ccc(Cl)cc1 | 0.51

(more compounds)
canonical_smiles | Dicer inh
CN1CCN(C(=O)c2cnn3c2NC(c2ccc(Br)cc2)CC3C(F)(F)F)CC1 (stereo not drawn) | 4.68*
COc1ccc(NC(C)=O)c([N+](=O)[O-])c1 | -0.72
CCCC[S@](=N)(=O)CC[C@H](N)C(=O)O | 0.25
COc1ccc(C(=O)N/N=C/c2coc3ccccc3c2=O)cc1 | -4.13
COC(=O)c1c(C)oc2cc(Br)c(OCc3cccc(F)c3)cc12 | 0.01
Cc1ccc2c(c1)c1c(n2CCC#N)C(=O)CCC1 | -0.85
CCOC(=O)c1sc2ccc(NC(C)=O)cc2c1C | 0.11
Cc1cccc(C)c1Nc1nc2c(C)cc(C)c(C)c2s1 | 4.2*
CCOC(=O)c1[nH]c(C)c(CC)c1C | 4.26*
Cc1ccc(C2CN=NC23C(=O)c2ccccc2OC3c2ccccc2)cc1 (stereo not drawn) | 1.18
Cc1ccc(-c2nc3ncccc3o2)cc1N | -0.93
O=C(Oc1ccc(OC(=O)c2ccncc2)cc1)c1ccncc1 | 0.9
CCC(C)(C)c1ccc(CC(C)CN2C[C@@H](C)O[C@@H](C)C2)cc1 (stereo partly drawn) | 0.49
O=C(O)Cc1csc2ccc(Cl)cc12 | 0.54
CC(C)(C)c1cc2nc3c(c(=O)n2[nH]1)CN(Cc1ccccc1)C3=O | 0.84
Cc1ccc(-c2c3c(=O)n(C)c(=O)n(C)c3c3c(C)cc(C)nn23)cc1 | -0.7

Structural class, the entries above containing a cyano group
canonical_smiles | Dicer inh
CS(=O)c1scc(-c2ccc(Cl)cc2)c1C#N (stereo not drawn) | -1.04
Cc1ccc2c(c1)c1c(n2CCC#N)C(=O)CCC1 | -0.85

Additional entries follow:
canonical_smiles | Dicer inh
O=C1CCC(=O)N1CN(Cc1cccs1)CN1C(=O)CCC1=O | 0.96
O=C1NC(=O)C2C1Sc1[nH]c(=O)sc1C2c1ccco1 (stereo not drawn) | -2.15
Cc1ccnc(SCc2cc(=O)n3[nH]c(C)nc3n2)n1 | -0.95
O=C(O)CCCC(=O)Nc1nc2nccc(-c3ccccc3)n2n1 | -0.66
OCCCNNC(=S)Nc1ccc(Cl)cc1Cl | 1.03
O=C(NCc1ccncc1)c1ccc([N+](=O)[O-])o1 | -1.25
Fc1cccc(Cl)c1CSc1nnc([C@@H]2CCCN2)o1 | -2.13
CC1=C(C(=O)OC(C)C)C(c2cccnc2)n2ncnc2N1 (stereo not drawn) | 2.71
Clc1cccc(N=CNc2cccc(Cl)c2Cl)c1Cl | 0.58
O=C1CN(/N=C/c2ccc(-c3ccc([N+](=O)[O-])cc3)o2)C(=O)N1 | -0.25
Cc1ccc(C2CC(=O)c3cnc4c(-c5ccccc5)c(C)nn4c3C2)cc1 (stereo not drawn) | 1.42
Nc1ncnc2c1cnn2-c1ccccc1 | -0.81
Cc1ccc(S(=O)(=O)NC(=O)Nc2cc(C(F)(F)F)ccc2NCCNC(=O)OC(C)(C)C)cc1 | -2.84
O=C(NC(=O)c1ccccc1)Oc1ccc(Cl)cc1 | -0.81
CCOC(=O)c1cc(CC)sc1NC(=O)c1ccccc1C(=O)O | -0.09
COc1ccc2nc(N)sc2c1 | 0.42
NC[C@@H]1O[C@H](C23CC4CC(CC(C4)C2)C3)Cc2c1ccc(O)c2O | 2.64
CN(C)Cc1c(O)ccc2c(=O)c(-c3ccccc3Cl)c(C(F)(F)F)oc12 | 0.62
CC1=C(C(N)=O)C(c2ccccc2Cl)n2nnnc2N1 (stereo not drawn) | 2.92
CS(=O)(=O)Nc1cc(-c2nnc(Nc3ccc(O)cc3)c3ccccc23)ccc1N1CCOCC1 | 0.06
O=C(Cn1nnc2sc3c(c2c1=O)CCCC3)Nc1ccc(F)cc1 | -1.08
CC1CN(Cc2c(O)ccc3c(=O)c(Oc4ccc5ccccc5c4)c(C(F)(F)F)oc23)CC(C)O1 (stereo not drawn) | 1.25
O=C(NCc1ccc2c(c1)OCO2)C1CC(c2c(F)cccc2Cl)=NO1 (stereo not drawn) | 0.2
Cc1cc(Sc2ncccc2[N+](=O)[O-])c(Cl)cc1Cl | -0.59

Among those listed so far, these contain an aryl methoxy group:
canonical_smiles | Dicer inh
COc1ccc(-c2cc3ncc(C(=O)c4cc(Br)ccc4O)cn3n2)cc1 | 0.04
COc1ccc(C(=O)c2c(N)sc3c2CCN(Cc2ccccc2)C3)cc1 | -1.51
COc1ccc(/C(O)=C2/C(=O)C(=O)N(CCc3ccccc3)C2c2cccc(F)c2)cc1 (stereo not drawn) | -1.72
COc1cc(C2c3c(oc4ccccc4c3=O)C(=O)N2c2nccs2)ccc1OCc1ccccc1 (stereo not drawn) | -0.43
COc1cc(OC)cc(C(C)(C)OC(=O)NCC(=O)O)c1 | -1.24
COc1ccc(NC(C)=O)c([N+](=O)[O-])c1 | -0.72
COc1ccc(C(=O)N/N=C/c2coc3ccccc3c2=O)cc1 | -4.13
COc1ccc2nc(N)sc2c1 | 0.42

Next part.
canonical_smiles | Dicer inh
COC(=O)Nc1nc2ccc(C(=O)c3cccs3)cc2[nH]1 | 2.37
CC(C)c1nn(-c2cccc(C(F)(F)F)n2)c(=O)o1 | 0.59
C=C1COC(=O)N1c1ccccc1[N+](=O)[O-] | 1.61
C=C1SC(=Nc2ccccc2Cl)N(C(=O)c2c(F)cccc2F)C12CCCCC2 | -1.04
CN(C)C(=O)Cc1c[nH]c2ccccc12 | 161
CCCC(C)(SCC(=O)O)SCC(=O)O | 0.85
COCCOC(=O)C1=C(C)NC2=C(C(=O)CCC2)C1c1ccc(Br)cc1 (stereo not drawn) | -0.86
CCN(Cc1cc(Cl)cc(Cl)c1)C(=O)c1cnc(OC)cc1C(F)(F)F | -1.49
COC(=O)c1c(C)[nH]c(C)c1/C=C(\C#N)C(=O)c1cccs1 | 1.29
CCC1(CC)Cc2ccccc2C2=C(C(=O)N3CCOCC3)C(=O)C(=O)N21 | 3.97*
CC1CCCCN1C(=O)CSc1nc(-c2cccs2)cc(C(F)(F)F)n1 (stereo not drawn) | -0.47
COc1ccc(NC(=O)CSc2nccn2C)c(OC)c1 | 1.94
Cc1nn(-c2ccccc2)nc1C(=O)Oc1c(Cl)cccc1Cl | 0.36
CSc1sc(C)cc1C1C(C#N)=C(N)N(c2cccnc2)C2=C1C(=O)CC(c1ccccc1)C2 (stereo not drawn) | 5.78*
CCCOC(=O)c1c(NC(=O)Cn2nc([N+](=O)[O-])cc2C)sc2c1CCCC2 | 4.31*
COC(=O)NCC(C)OC(=O)Nc1ccc(Cl)cc1 (stereo not drawn) | 0.22
COc1ccc(C2SCCN2S(=O)(=O)c2ccc(F)cc2)cc1 (stereo not drawn) | 1.1
N#Cc1cnc(N(Cc2ccccc2)Cc2ccccc2)nc1N | 0.67
CC(=O)Oc1ccc2c(=O)c(Oc3cc(C)cc(C)c3)c(C(F)(F)F)oc2c1 | 0.93
CCOC(=O)C1=NN(c2ccccc2)C2c3cc(OC)c(OC)cc3CCN12 (stereo not drawn) | 0.92
O=C(O)CCCN1C(=O)c2cccc3cccc(c23)C1=O | 2.06
CN(C)/C=C(\C#N)S(=O)(=O)c1ccsc1 | -0.62
CCOC(=O)c1ccc(-n2nnc(/C=C/C=C/N3CCOCC3)n2)cc1 | 0.41
CCC12CN3CC(CC)(CN(C1)C3c1ccccc1O)C2=O (stereo not drawn) | -0.51
O=C1OC(C(=O)Nc2cccc(Cl)c2)Cc2ccccc21 (stereo not drawn) | 0.58
CNC(=S)NNS(=O)(=O)c1ccc(C)cc1 | -0.39
Cc1onc(-c2c(Cl)cccc2Cl)c1C(=O)N=C(N)N1CC(C)OC(C)C1 (stereo not drawn) | 0.39
Cc1c(C#N)c(SCc2c(F)cccc2Cl)nc2ccccc12 | -1.02
COc1ccc(Br)cc1CN1CCN(Cc2ccc(SC)cc2)CC1 | -0.04
CC(=O)Nc1sc(C(C)=O)cc1C(=O)O | 0.35
O=C(O)c1ccc(Oc2ccccc2)o1 | -1.75
COC(=O)C1=C(C)NC2=C(C(=O)c3ccccc32)C1c1ccc(OC)cc1 (stereo not drawn) | -1.34
O=C(O)c1ccccc1OCC(O)Cn1cnc2ccccc21 (stereo not drawn) | 0.92
Cn1c(=O)[nH]c(=O)c2c1nc1n2CC(c2ccccc2)=NN1 | -1.29
OC1(C#Cc2ccccc2)CCN(Cc2ccccc2)CC1 | -0.71
O=C(O)CCC(=O)NCCNc1ncnc2scc(-c3ccccc3)c12 | -2.07
Clc1ccc(OCc2nc(-c3ccccc3)no2)cc1 | -0.28

Compound activity deposited in PubChem by Center for Chemical Genomics, University of Michigan.
